Compound activity: PubChem BioAssay, Sanford-Burnham Center for Chemical Genomics
CXCR6 inh – CXCR6 receptor inhibitors, primary screen, cell-based, beta-arrestin, luminescence, CHO-K1 PathHunter, 1536-well. C-X-C chemokine receptor type 6 (Homo sapiens), O00574. inhibition, % at 20 µM. 360,000 compounds, 0.36% hits. AID 602244, 2012; in the data active = inhibition above about 34%, passing the limit was not always enough;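 also: antagonist mode with CXCL16 agonist at 10 nM final; 0% = 10 nM CXCL16 with DMSO and 100% = unstimulated wells without agonist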
Target sequence (O00574 whole entry, looked up): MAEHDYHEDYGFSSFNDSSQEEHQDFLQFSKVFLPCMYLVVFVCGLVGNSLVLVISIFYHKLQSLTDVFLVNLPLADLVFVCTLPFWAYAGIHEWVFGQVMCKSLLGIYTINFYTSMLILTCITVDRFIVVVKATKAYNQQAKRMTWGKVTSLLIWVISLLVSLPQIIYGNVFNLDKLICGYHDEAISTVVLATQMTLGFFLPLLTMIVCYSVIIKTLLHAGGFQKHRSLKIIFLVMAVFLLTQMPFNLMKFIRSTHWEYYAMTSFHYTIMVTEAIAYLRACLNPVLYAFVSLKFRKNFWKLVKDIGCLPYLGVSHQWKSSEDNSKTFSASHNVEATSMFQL
EBI2 antag – EBI2 receptor antagonists, beta-arrestin recruitment, primary screen, cell-based, luminescence, 7a,25-OHC stimulation, uHTS. inhibition, % at 5 µM. 360,000 compounds, 0.81% hits. AID 651636, 2012. 7a,25-OHC stimulated; in the data active = inhibition above about 38%;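 also: enzyme fragment complementation signal reports receptor beta-arrestin coupling in cells; 0% = agonist plus DMSO wells and 100% = wells without agonist; some results beyond the cut were filed as inactive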
Target sequence (P32249 whole entry, looked up, the tested form may be a part): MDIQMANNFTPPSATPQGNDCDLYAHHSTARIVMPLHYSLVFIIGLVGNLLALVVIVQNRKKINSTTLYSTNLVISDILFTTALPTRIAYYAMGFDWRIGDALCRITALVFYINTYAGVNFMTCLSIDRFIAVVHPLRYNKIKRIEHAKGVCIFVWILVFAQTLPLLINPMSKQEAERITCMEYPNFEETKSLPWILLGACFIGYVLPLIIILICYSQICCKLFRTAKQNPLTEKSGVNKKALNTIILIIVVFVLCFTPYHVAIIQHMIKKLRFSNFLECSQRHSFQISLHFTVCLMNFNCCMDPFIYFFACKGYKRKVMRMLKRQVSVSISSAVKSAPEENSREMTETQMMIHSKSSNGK
A3A deaminase – APOBEC3A ssDNA deaminase inhibitors, primary screen, selectivity assay for APOBEC3G inhibitor project, biochemical, FAM/TAMRA oligo cleavage fluorescence; 330,000 compounds, 0.41% hits; DNA dC->dU-editing enzyme APOBEC-3A (Homo sapiens), P31941; recombinant A3A, FAM/TAMRA ssDNA deamination fluorescence; inhibition, % at 20 µM; AID 493011, 2011;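 active = at least 40% inhibition at 20 µM here, with at most 30% in a related deaminase screen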;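 also: plate controls were A3A with DMSO for no effect and wells lacking A3A enzyme for full effect; some results filed as inactive read as strong as hits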
Target sequence (P31941 whole entry, looked up): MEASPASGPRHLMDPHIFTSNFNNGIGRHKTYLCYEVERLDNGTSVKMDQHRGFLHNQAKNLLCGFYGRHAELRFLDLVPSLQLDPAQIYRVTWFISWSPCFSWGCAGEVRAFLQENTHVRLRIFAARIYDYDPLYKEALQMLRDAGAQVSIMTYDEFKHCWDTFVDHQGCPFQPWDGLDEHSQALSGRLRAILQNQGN
MPTP inh – mitochondrial permeability transition pore inhibitors, primary screen, biochemical, isolated mouse mitochondria, absorbance. Ca2+ swelling absorbance, 30 min. inhibition, % at 10 µM. 360,000 compounds, 1.4% hits;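 active = inhibition of 50% or more, scaled per plate between neutral and stimulator controls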;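 also: 0% = DMSO wells given calcium and 100% = 1 mM EGTA wells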
Gli-Sufu block – Gli-Sufu pathway antagonists, primary screen, luciferase luminescence, Sufu-KO-LIGHT cells, uHTS | Sufu-KO-LIGHT fibroblasts, Gli luciferase reporter luminescence | inhibition, % at 5 µM | 340,000 compounds, 0.74% hits | AID 588413, 2011;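 active = inhibition above about 55%, limit read from the data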;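 also: 0% = DMSO-treated cells and 100% = wells with medium but no cells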
A3G deaminase – APOBEC3G DNA deaminase inhibitors, primary screen, biochemical, fluorescence, single-stranded DNA substrate, uHTS. recombinant A3G, ssDNA deamination FAM/TAMRA fluorescence. inhibition, % at 20 µM. 330,000 compounds, 0.28% hits;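 active = inhibition of at least 40% at 20 µM, with no more than 30% in the related APOBEC3A deaminase screen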;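 also: plate controls were DMSO wells with A3G for no effect and wells lacking A3G enzyme for full effect; some compounds called inactive have numbers as strong as hits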
NR3A LBD binder – binders of NR3A ligand-binding domain, primary screen, biophysical, differential scanning fluorimetry, uHTS; Glutamate receptor ionotropic, NMDA 3A (GRIN3A) ligand-binding domain; NR3A LBD differential scanning fluorimetry, Tm shift; 0% = protein alone, 100% = glycine-bound protein; Tm shift relative to glycine control, % at 25 µM; 340,000 compounds, 2.5% hits;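 active = melting temperature shift of at least 10% of the positive control shift, at one fixed dose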
CCR6 antagonist – CCR6 receptor antagonists, primary screen, cell-based, CHO-K1, luminescence, beta-arrestin, uHTS; 340,000 compounds, 0.49% hits; inhibition, % at 20 µM; C-C chemokine receptor type 6 (Homo sapiens), P51684; CHO-K1 CCR6 PathHunter beta-arrestin, CCL20-stimulated;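 active = compounds whose inhibition of the agonist-driven luminescence signal at 20 µM reaches about 50%, limit read from the data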;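 also: cells stimulated with CCL20 at 14 nM final; plate controls were DMSO with CCL20 for no effect and DMSO without agonist for full effect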
Starred values were filed as active, the others as inactive; . = no result given.

smiles | CXCR6 inh | EBI2 antag | A3A deaminase | MPTP inh | Gli-Sufu block | A3G deaminase | NR3A LBD binder | CCR6 antagonist
Cc1ccc(N2C(=O)N(CC(=O)N(C)Cc3ccccc3)C(=O)C2C)cc1 (centres undefined) | -3 | -4 | 3 | -1.8 | -3 | 1 | 0 | -5
O=C(CN1C(=O)NC2(CCc3ccccc32)C1=O)NCc1ccc(F)cc1 (centres undefined) | -1 | -2 | -1 | -1.0 | 5 | -10 | -2 | 15
O=C(COc1ccccc1)NC1CCCCC1 | 2 | -5 | 1 | 0.1 | -10 | -2 | -2 | 13
CCOc1cccc(C(=O)Nc2nnc(-c3ccco3)s2)c1 | 3 | -9 | -1 | 2.7 | -68 | -5 | -5 | 17
Cc1cc(C)nc(/N=C(/NC(=O)Nc2ccc(Cl)c(Cl)c2)Nc2cccc(Cl)c2)n1 | -4 | 10 | -1 | 2.7 | 1 | -5 | 0 | 3
CC1=CC=CN2CC(O)CN=C12 (centres undefined) | -13 | 2 | -4 | -4.8 | 10 | -10 | -1 | -6
Cn1c(NCCCO)nc2ccccc21 | 3 | -4 | 1 | 1.0 | 2 | -5 | 3 | -13
CC1(C)Cc2c(sc(NC(=O)c3ccccc3)c2C(=O)O)CO1 | 2 | -12 | -3 | -1.0 | -47 | -8 | 10* | -3
CC12CC3CC(C)(C1)CC(C(=O)NC(=S)N1CCOCC1)(C3)C2 | 2 | -14 | -7 | -0.9 | -1 | -6 | -1 | 4
Cc1ccc(-n2nnnc2SCC(=O)c2cc(C)n(-c3cc(C)on3)c2C)c(C)c1 | 0 | 19 | 0 | -0.2 | 0 | -3 | 1 | 7
CCN(c1ccccc1)S(=O)(=O)c1ccc(Cl)c(NC(=O)CN2CCN(C)CC2)c1 | 7 | 14 | 12 | -0.8 | 10 | 0 | -3 | 23
Cc1ccc2oc(-c3cccc(NC(=S)NC(=O)c4cccs4)c3)nc2c1 | 17 | 0 | 0 | 2.0 | -12 | -2 | 6 | 31
Cc1ccccc1N=Cc1cc2c(cc1O)OC(N)=C(C#N)C2c1ccccc1 (centres undefined) | -2 | -7 | -1 | 3.8 | -3 | 0 | 6 | 15
O=C(CSc1ccc(S(=O)(=O)N2CCOCC2)cn1)Nc1ccc(OC(F)F)cc1 | -16 | -5 | 2 | -0.1 | -1 | -1 | 0 | -1
CSc1nc(NC(C)=O)nc(C)c1Br | -2 | -1 | 8 | -6.6 | 13 | 1 | 0 | -19
CC(C)CCC(CCN1CCOCC1)c1ccc2c(c1)OCO2 (centres undefined) | 1 | -4 | 3 | -2.2 | 6 | -2 | 0 | 8
CNC(=O)CCc1ccc(OC)cc1 | -6 | 11 | -1 | -3.4 | 4 | 0 | 0 | 7
Cn1c(-c2ccc(F)c(F)c2)cc2onc(-c3ccccc3)c2c1=O | 2 | 10 | -2 | 0.0 | -127 | -9 | -1 | 1
CC(=O)c1ccc(S(=O)(=O)N2CCC3(CC2)OCCO3)cc1 | -2 | -4 | -4 | -1.7 | 20 | -7 | 2 | -1
O=C1[C@@H]2[C@H](C(=O)N1O)[C@H]1C=C[C@@H]2C1 | -2 | 3 | 2 | -1.1 | 0 | -3 | 2 | 6
CC(=O)Nc1sc(N/N=C/c2ccc(N(C)C)cc2)nc1-c1ccc(C)cc1 | -8 | 6 | . | 2.9 | -34 | . | 5 | 5
CCOc1ccccc1Nc1nnc(SCC(=O)NC(Cc2c[nH]c3ccccc23)C(=O)O)s1 (centres undefined) | -3 | -9 | -1 | -2.0 | 8 | -12 | -1 | -4
CCOc1ccc(C2CC(c3ccc(OC)cc3)n3ncnc3N2)cc1 (centres undefined) | 3 | 11 | -1 | -1.1 | -20 | -7 | -1 | 4
CN(C(=O)c1cccc(NC(=O)Cc2ccc(NC(=O)C3CCN(C(=O)c4ccccc4)CC3)cc2)c1)C1CCCC1 | 2 | -9 | . | -0.7 | 3 | . | -3 | 3
Cc1c(NC(=O)c2cccc(NC(=O)Cc3c(F)cccc3Cl)c2)c(=O)n(-c2ccccc2)n1C | 8 | 2 | 23 | -1.0 | -3 | 8 | 0 | -1
Fc1ccc(OCCCCCCN2CCCC2)cc1 | 0 | 11 | -1 | 1.2 | 2 | -1 | 4 | 5
CC(C)Nc1nc(NC(C)C)nc(N(C)C(N)=O)n1 | 2 | -9 | 2 | 0.2 | -5 | -1 | -3 | 3
Cn1c(=O)n(Cc2ccccc2Br)c2ccccc21 | 5 | -3 | 1 | -1.0 | -16 | 0 | -2 | 18
CC(C)NC(=O)CN1CCN(C(=O)c2ccc3oc(CCCc4ccccc4)nc3c2)CC1 | -3 | 11 | -5 | 0.5 | -17 | -8 | 3 | 6
CN(CC(=O)Nc1ccc(Cl)c(C(F)(F)F)c1)C(=O)/C=C/c1ccco1 | 0 | -8 | -1 | 3.1 | -6 | 1 | -4 | 15
Cc1nc(NNC(=O)c2ccccc2)cc(-c2ccccc2)n1 | 1 | 12 | -3 | -1.5 | 3 | -7 | 0 | -25
CCOC(=O)C1=C(C)N=c2s/c(=C\c3cccc(OCC(=O)O)c3)c(=O)n2C1c1ccccc1OC (centres undefined) | 3 | -3 | 1 | 2.6 | . | -3 | 2 | 22
CC(C)c1ccc(CNc2c([N+](=O)[O-])c(=O)oc3ccccc23)cc1 | -3 | 4 | 1 | 87* | -4 | 0 | -16 | 14
Cc1cc(C)n2nc(C(=O)OCC(=O)NNC(=O)c3ccc(Cl)cc3)nc2n1 | 0 | -11 | 0 | 0.1 | -5 | -6 | -2 | -6
Cn1c(=O)c2ncn(CC(=O)O)c2n(C)c1=O | -6 | 0 | -4 | 0.3 | -1 | 2 | -4 | -1
Nc1ccc(S(=O)(=O)NN=Cc2ccccc2[N+](=O)[O-])cc1 | 5 | 5 | . | -1.7 | -2 | . | 1 | -4
CCN(CC)CCCN=C1N[C@@H](c2cccc(F)c2)C(C(=O)OC)=C(C)N1Cc1ccccc1 | 10 | -7 | 46* | -0.5 | 3 | 15 | -1 | 2
CCOC(=O)c1c(C)[nH]c(C)c1C=O | 5 | 10 | -2 | -0.5 | -3 | -5 | 1 | 6
O=C(c1ccccc1)c1cc2ccccc2o1 | 6 | -10 | 1 | -1.0 | -1 | -5 | -1 | 4
CCOC(CNC(=O)c1ccc(N2CCc3ccccc32)c([N+](=O)[O-])c1)OCC | 21 | 14 | 1 | 23 | 28 | -4 | -4 | 13
O=C(c1ccc([N+](=O)[O-])cc1)N(Cc1ccc(Cl)cc1)N1C(=O)CCCC1=O | 4 | -2 | 3 | -1.5 | 78* | 2 | 1 | -4
Cc1nn(Cc2ccc([N+](=O)[O-])cc2)c(=O)n1-c1ccc(Cl)cc1 | -5 | 2 | -9 | -2.4 | 7 | -3 | -1 | -3
Cc1ccc(Cn2ncc3c(N4CCN(c5ccc(C)cc5)CC4)ncnc32)cc1 | -5 | 13 | 1 | 17 | 16 | 6 | 2 | 15
NNC(=O)c1nnn(-c2nonc2N)c1CN1CCCC1 | -12 | 4 | 0 | -0.9 | 5 | -2 | -5 | -11
CCCCn1c(=O)[nH]c(=O)c2c1nc(-c1ccccc1F)n2Cc1ccccc1 | 7 | 3 | 2 | 0.5 | 15 | -6 | -3 | 10
COc1ccc2oc(-c3ccc(C)c(NC(=O)CSc4ccc(Cl)cc4)c3)nc2c1 | -4 | 14 | -3 | -0.8 | -29 | -3 | -1 | -16
CCNC(=O)CN1C(=O)NC2(CCCc3cc(OC)ccc32)C1=O (centres undefined) | -2 | -7 | 1 | 0.7 | 6 | -1 | 0 | -10
COCC(=O)Nc1ccc(C(C)C)cc1 | -4 | -2 | 2 | -1.0 | -11 | 0 | -1 | 7
CCN(CCn1cccn1)C(=O)C1CCC(=O)N(CC2CCCCC2)C1 (centres undefined) | -3 | -1 | 2 | 0.6 | -8 | 4 | -1 | 16
C=CCn1c2ccccc2c(=O)c2cc(C#Cc3cc(OC)cc(OC)c3)ccc21 | 8 | 19 | 0 | 1.8 | 29 | -7 | -10 | 27
COc1cccc(NC(=O)Nc2ccc(C)c(Cl)c2)c1 | -12 | -4 | 1 | 80* | -55 | -6 | 34* | -8
O=C(N/C(=C\c1ccco1)C(=O)N1CCCCC1)c1ccc([N+](=O)[O-])cc1 | 5 | 3 | 1 | -0.5 | . | -5 | 2 | 7
COC(=O)c1ccc(-c2nc(CN3CCN(Cc4cccc(C)c4)CC3)c(C)o2)cc1 | 1 | -4 | -6 | -0.2 | 18 | 1 | -2 | -2
C=C(C)CN(CC)CCC(=O)Nc1ccc(OC)cc1OC | -13 | -11 | -1 | 0.7 | 2 | -4 | -2 | 0
CN(C)c1oc(-c2ccccc2Cl)nc1S(=O)(=O)c1ccccc1 | -8 | -3 | -2 | -2.0 | 13 | -5 | -2 | 16
COC(=O)c1ccccc1NC(=O)Cn1cnc2c(cnn2-c2ccc(C)c(C)c2)c1=O | . | . | -2 | . | 0 | -2 | 1 | -10
Nc1cnn(C2OC(CO)C(O)C2O)c(=O)n1 (centres undefined) | -8 | -3 | -3 | -2.2 | -1 | -4 | -2 | -6
COC(=O)C1=C(C)N(C)C(=O)NC1c1c(OC)ccc2ccccc12 (centres undefined) | -1 | -2 | -3 | 0.8 | -1 | -2 | 0 | 14
O=C1CCCCC1Nc1ccc(Br)cc1 (centres undefined) | 0 | 24 | . | 0.2 | -9 | . | 1 | 14
CNC(=O)CSc1nnc(-c2cccs2)o1 | -5 | -7 | 1 | 0.3 | 7 | 0 | 2 | -4

Other entries follow.
smiles | CXCR6 inh | EBI2 antag | A3A deaminase | MPTP inh | Gli-Sufu block | A3G deaminase | NR3A LBD binder | CCR6 antagonist
CC(C)n1nc(C(=O)NNC(=O)c2ccncc2)c2ccccc2c1=O | 16 | 3 | -3 | -1.5 | -3 | -2 | 0 | 17
O=C(NCc1ccccn1)c1cc(-c2ccc(Cl)cc2)oc1C(F)(F)F | 7 | 2 | 3 | 11 | 0 | 4 | -4 | 13
CC1(C)CC(=O)C(C2C3=C(CC(C)(C)CC3=O)Oc3ccccc32)C(=O)C1 (centres undefined) | -2 | -5 | -1 | 1.8 | 1 | -3 | -5 | 11
Cc1cccc(NC(=S)NN2CCOCC2)c1C | 2 | -2 | 14 | 2.1 | 2 | -10 | -1 | 2

Exported with values under each structure: entries from further up.
Results follow in this order: CXCR6 inh, EBI2 antag, A3A deaminase, MPTP inh, Gli-Sufu block, A3G deaminase, NR3A LBD binder, CCR6 antagonist
> COc1cccc(NC(=O)Nc2ccc(C)c(Cl)c2)c1
    -12, -4, 1, 80*, -55, -6, 34*, -8
> COC(=O)c1ccc(-c2nc(CN3CCN(Cc4cccc(C)c4)CC3)c(C)o2)cc1
    1, -4, -6, -0.2, 18, 1, -2, -2
> CC(C)CCC(CCN1CCOCC1)c1ccc2c(c1)OCO2 (centres undefined)
    1, -4, 3, -2.2, 6, -2, 0, 8
> Fc1ccc(OCCCCCCN2CCCC2)cc1
    0, 11, -1, 1.2, 2, -1, 4, 5
